Compound activity (PubChem BioAssay)
HIF activator – HIF pathway transcriptional activation | U2OS HRE-luciferase reporter, luminescence; normalized: DMSO 0%, desferrioxamine 100% | activation, % at 7.5 µM (by protocol) | hit rate 0.32% among 300,000;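 active = mean activation of at least 10% of the iron chelator positive control signal, with at least half of replicates also reaching 10%; inconclusive = mean and replicate majority disagree about reaching 10%; inactive = mean and most replicates under 10%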
AI-2 QS mod – modulates the Vibrio harveyi AI-2 quorum sensing system | Vibrio harveyi JMH597 AI-2 luminescence/OD600 ratio, 9 h; active compounds read low; strain lacks LuxN and CqsS sensors; 0 = neutral-control median | hit rate 0.4% among 300,000 | activity change, % at 7.5 µM; in the data active = activity change below about -75%, passing the limit was not always enough; inconclusive = no clear call, values can overlap the other calls;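 note: luminescence divided by OD600 gain over 9 h not by final OD600 alone; inactives centre near 13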
HSF1 activator – increases HSF-1 driven luciferase reporter signal | NIH3T3-HGL HSF-1 luciferase reporter, MG132, 8 h; 100% = twice DMSO control signal | activation, % at 9 µM | hit rate 1.7% among 300,000;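 active = mean replicate activation of at least 50% with a set share of replicates each reaching 50%; inconclusive = only one of those two conditions met; inactive = mean below 50% and too few replicates reaching it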;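 note: 0% = median of the neutral control wells and 100% = twice that signal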
aSyn 5UTR inh – 5' untranslated region of α-synuclein, MLPCN primary screen; alpha-synuclein 5'UTR reporter, inhibitor activity; inhibition, % (tested at 7.5 µM); hit rate 0.82% among 300,000; AID 1813; in the data active = inhibition above about 60%; inconclusive = no clear call, values can overlap the other calls;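 note: H4 neuroglioblastoma cells stably carrying SNCA 5'UTR luciferase fusion; 0% = DMSO wells and 100% = positive control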
KLF5 inh – inhibitors of KLF5 expression | hit rate 0.23% among 290,000 | AID 1700 | inhibition, % at 5 µM | DLD-1 KLF5 promoter-luciferase reporter, luminescence;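 active = inhibition above a per-plate limit of that plate's mean compound inhibition plus 3 SD, cut at about 60% in these data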;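 note: 0% = DMSO wells and 100% = LY294002 at 200 µM; higher means less KLF5 promoter-driven luciferase light; inactives centre near -14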
IEC-6 cytotox – counter-screen for KLF5 inhibitors: cytotoxicity in IEC-6 cells; IEC-6 cytotoxicity, luminescence viability; inhibition, % at 5 µM; hit rate 0.78% among 290,000; AID 1825; in the data active = inhibition above about 22%;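 note: 0% = plate median of test compound wells and 100% = cytotoxic reference compound wells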
HDAC3 inh – blocks human histone deacetylase 3. inhibition, % at 8.3 µM. hit rate 0.15% among 320,000. recombinant HDAC3, fluorogenic peptide/trypsin coupled, fluorescence. AID 2718. O15379; in the data active = inhibition above about 26%, passing the limit was not always enough; inconclusive = no clear call, values can overlap the other calls
Target sequence (O15379 whole entry, looked up): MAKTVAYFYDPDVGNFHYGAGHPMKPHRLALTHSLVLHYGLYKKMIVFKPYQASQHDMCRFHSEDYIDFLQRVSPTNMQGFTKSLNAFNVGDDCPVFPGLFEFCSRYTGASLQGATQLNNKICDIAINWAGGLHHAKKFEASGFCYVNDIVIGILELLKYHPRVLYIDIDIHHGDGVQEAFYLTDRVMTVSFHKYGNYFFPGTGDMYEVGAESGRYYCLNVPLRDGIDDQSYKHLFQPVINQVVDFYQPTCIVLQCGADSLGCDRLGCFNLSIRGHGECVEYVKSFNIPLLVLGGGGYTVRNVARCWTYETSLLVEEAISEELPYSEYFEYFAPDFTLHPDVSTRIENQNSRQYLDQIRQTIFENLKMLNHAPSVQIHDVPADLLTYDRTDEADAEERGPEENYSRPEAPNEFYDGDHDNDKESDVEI
Platelet DG rel – modulates dense granule release in human platelets. hit rate 0.22% among 300,000. AID 1663. inhibition, %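 (compounds screened at 7.5 µM in platelet-rich plasma)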. human platelet-rich plasma, SFLLRN dense granule ATP release, luminescence;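 active = mean replicate score, as percent of positive control, at or above 50; inconclusive = mean below 50 but at least one replicate at or above 50; inactive = mean and every replicate below 50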
HSF1 inhib – HSF1 inhibition; NIH3T3-HGL HSE-luciferase, MG132-induced, luminescence 8 h; active compounds read low; activity change, negative = inhibition, % at 7.5 µM (by protocol); hit rate 0.77% among 300,000; AID 2098;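 active = more than half of replicate wells show activity change below -50%, luminescence cut by over half; inconclusive = some wells, but at most half, below -50%; inactive = no replicate well below -50%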;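 note: luciferase reports HSF-1 transcriptional activity via heat shock element; 0% = median of DMSO wells and -100% = zero luminescence signal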
HSP90 inh – inhibitors of HSP90 luciferase refolding in rabbit reticulocyte lysate | luciferase refolding luminescence, 3 h | inhibition, % at 5.6 µM | hit rate 0.91% among 290,000 | AID 1789;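 active = inhibition above the screen-wide mean plus 3 SD, computed separately per campaign, cut at about 16% in these data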;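 note: 0% = DMSO wells and 100% = 60 µM geldanamycin wells; inhibitors lower the luminescence because luciferase stays unfolded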
Starred values were filed as active, the others as inactive; ? = inconclusive; · = not tested or not shown.

Value order: HIF activator	AI-2 QS mod	HSF1 activator	aSyn 5UTR inh	KLF5 inh	IEC-6 cytotox	HDAC3 inh	Platelet DG rel	HSF1 inhib	HSP90 inh
(1) COCCCNc1oc(-c2cccs2)nc1S(=O)(=O)c1ccc(C)cc1
 : 0.2	43	7	-1	-15	-1	2	5	-2	0
(2) CCC(=O)NCc1ccc2[nH]c(C)cc2c1
 : 1.5	5	-4	-1	-55	-4	5	14	-6	1
(3) O=C(O)c1cc(S(=O)(=O)N(Cc2ccccc2)c2ccc(Cl)cc2)ccc1Cl
 : 2.3	20	0	12	0	-3	0	-2	8	-6
(4) O=c1c(Cl)c(N2CCN(S(=O)(=O)c3ccccc3)CC2)cnn1-c1ccccc1
 : 3.7	29	-2	18	-3	3	4	-2	-9	0
(5) COC(=O)c1ccc(N=CC2=C(O)CC(c3ccccc3)CC2=O)cc1 (stereo not drawn)
 : -0.1	19	3	18	-1	4	0	-2	-8	-2
(6) O=C(CN1CCN(c2ccccc2F)CC1)c1ccc2c(c1)OCO2
 : ·	2	·	·	-26	-5	0	·	·	-3
(7) CCOc1ccc(NC(=S)NC(=O)/C=C/c2ccc(OC)c(OC)c2)c([N+](=O)[O-])c1
 : -3.3	15	-41	28	-39	5	-2	-5	-33	0
(8) COc1ccc(S(=O)(=O)NCCC(=O)NC2CCCCCCC2)cc1
 : 0.0	10	16	-12	4	2	-6	-5	-3	2
(9) Cc1cccc(NC(=O)c2cccc(S(=O)(=O)N3CCc4ccccc4C3)c2)n1
 : 2.0	-15	49	16	·	·	-1	-12	8	·
(10) CC(=O)c1ccc(OCCCC(=O)NCCc2ccc(C(F)(F)F)cc2)cc1
 : 1.4	-2	5	0	-20	-7	3	-6	4	0
(11) COc1ccc(NC(=O)CN(c2ccc(Cl)cc2)S(C)(=O)=O)cc1OC
 : -1.6	4	15	-6	-27	-10	1	-3	6	-3
(12) Cc1ccc(C(=O)N2CCN(S(=O)(=O)N3CCCCC3)CC2)cc1
 : -0.2	14	-10	11	-26	-4	-16	-7	-9	-1
(13) CSCC[C@H](NC(=O)Nc1ccc(C)cc1)C(=O)O
 : -0.3	16	15	-18	-30	4	·	-4	-2	3
(14) Cc1ccc(S(=O)(=O)NCCCC(=O)O)cc1
 : 0.2	35	0	-13	-21	-3	2	-1	-2	1
(15) Cc1ccc(C(=O)NNc2ncnc3ccccc23)cc1
 : 2.1	6	12	-131	-104	11	5	3	6	-8

(continued)
Value order: HIF activator	AI-2 QS mod	HSF1 activator	aSyn 5UTR inh	KLF5 inh	IEC-6 cytotox	HDAC3 inh	Platelet DG rel	HSF1 inhib	HSP90 inh
(16) Cc1cccc(Nc2nc(OCC#N)nc(N(C)C)n2)c1
 : 0.5	14	-38	17	2	10	-1	-3	-21	-1
(17) Cc1csc(Nc2ccc(Cl)cc2)n1
 : 0.9	47	1	-113	-39	7	-8	-5	0	-4
(18) FC(F)(F)c1cccc(NC(=S)N2CCN(c3cccc(C(F)(F)F)c3)CC2)c1
 : -0.7	14	0	21	-1	-2	10	2	-14	-5
(19) COc1ccc(CNc2ccc3c(c2)CCC3)cc1Br
 : 3.5	18	-20	-105	-1	6	-7	-3	4	3
(20) Cn1c(=O)c2c(O)c(Cc3ccccc3)c(=O)n(C)c2n(C)c1=O
 : 0.4	14	-2	18	-11	2	2	7	3	5
(21) CNc1c([N+](=O)[O-])cnn1-c1ccc(C)cc1
 : -0.7	1	-4	20	-10	-2	-12	5	0	1
(22) Cc1ccnc(NC(=O)CNC(=O)c2ccc(Br)o2)c1
 : -16	-85*	5	-9	·	·	0	2	5	·
(23) O=C(CSc1n[nH]c(-c2ccccc2)n1)NCc1cccc(C(=O)O)c1
 : -0.1	21	8	0	-13	7	13	-6	-2	5
(24) CCOc1ccc(C2NC(=O)Cc3cc(OC)c(OC)cc32)cc1 (stereo not drawn)
 : -0.7	12	7	1	-19	-3	0	5	4	-1
(25) COc1ccccc1NC(=O)Cc1noc(CSc2nnc(N)s2)n1
 : 0.2	18	-2	0	-1	3	-4	9	5	2
(26) Cn1c(=O)c2ncn(CC(=O)Nc3cc(C(F)(F)F)ccc3N3CCOCC3)c2n(C)c1=O
 : -0.4	44	-4	8	-31	-1	4	0	-13	-2
(27) COc1ccc(CNC(=O)C/C(C)=N/NC(=O)COc2ccc(C)cc2Br)cc1
 : -0.5	6	21	-20	11	-2	-2	-9	13	-6
(28) CCCCCN=C(C)c1c(O)c2ccccc2oc1=O
 : 1.9	10	-9	-212	-31	-4	-1	-2	4	1
(29) CCOc1ccc2nc(NC3=NC(c4ccc(OC)cc4)CC(=O)N3)nc(C)c2c1 (stereo not drawn)
 : 0.1	22	-1	19	0	1	2	2	-6	0
(30) CC(NC(=O)c1cc(-c2ccccc2)nc2ccccc12)C1CCCO1 (stereo not drawn)
 : -0.6	-5	52*	15	4	-2	3	-2	7	-1

More records
Value order: HIF activator	AI-2 QS mod	HSF1 activator	aSyn 5UTR inh	KLF5 inh	IEC-6 cytotox	HDAC3 inh	Platelet DG rel	HSF1 inhib	HSP90 inh
(31) COc1cc(CN2CCN(CCc3ccccc3)C(CCO)C2)cc(OC)c1 (stereo not drawn)
 : -0.8	5	-8	-7	-26	2	4	13	-2	0
(32) CCN1CCN(C(=O)c2ccc(OC3CCN(CCc4ccccc4)CC3)cc2)[C@@H](C)C1=O
 : 0.3	22	-6	10	-27	-4	7	14	3	-2
(33) Cc1sc2ncnc(N3CCC(C(=O)Nc4cc(Cl)ccc4Cl)CC3)c2c1C
 : 0.1	·	-4	-7	·	·	8	-3	0	·
(34) COC(=O)c1cc(OC)c(OC)cc1NC(=O)Cc1cccs1
 : -0.3	9	-2	42	-23	4	5	8	-7	0
(35) Cn1c(=O)[nH]c(=O)c2c1nc(Br)n2CC(O)c1ccccc1 (stereo not drawn)
 : -0.3	19	-6	-4	-20	-1	-2	-7	0	1
(36) CCCc1nc(SCC(=O)N2CCN(c3ccccc3)CC2)c2c(=O)n(C)c(=O)n(C)c2n1
 : -0.2	2	-3	34	-26	-3	-5	2	-4	0
(37) CCOC(=O)Cc1c(C)c2c(O)cc(O)cc2oc1=O
 : ·	7	·	·	4	-3	-25	12	·	-1
(38) C=C1c2cc(OC)ccc2NC(=O)N1CC
 : -2.0	12	5	28	-26	1	-10	14	-5	-3
(39) Cc1ccc(CNC(=O)C(C)C2Sc3ccccc3NC2=O)cc1 (stereo not drawn)
 : -0.1	6	-6	19	-30	-2	-1	-1	-3	-2
(40) O=C(Nc1cc(Cl)ccc1O)c1cc2n(n1)C(C(F)(F)F)CC(c1ccc3c(c1)OCO3)N2 (stereo not drawn)
 : -0.6	25	17	22	-2	-2	1	-6	-5	-2
(41) COc1ccc(-c2cc(C(=O)n3cnc4ccccc43)c3ccccc3n2)cc1
 : 0.2	36	-2	-41	-52	4	·	0	7	6
(42) COc1ccc(C(C(=O)NC2CCCC2)N(CCO)C(=O)Cn2nnc(-c3ccc(C)o3)n2)cc1OC (stereo not drawn)
 : 0.6	18	-15	-18	2	5	7	-1	0	-1
(43) COc1cccc(N(C(=O)c2snc(C(N)=O)c2N)C(C(=O)NCC2CCCO2)c2ccc3ncccc3c2)c1 (stereo not drawn)
 : -0.1	24	9	4	10	6	-16	8	0	2
(44) CCOC(=O)CN(C(=O)CSc1nnc(COc2ccc(OC)cc2)n1C)c1ccccc1
 : -0.6	8	5	-10	-13	5	-7	-3	-4	-2
(45) O=C1c2ccccc2C(Nc2ccc3c(c2)OCCO3)N1Cc1ccco1 (stereo not drawn)
 : -0.5	13	-52	-43	30	-2	0	9	?	17*

Continued.
Value order: HIF activator	AI-2 QS mod	HSF1 activator	aSyn 5UTR inh	KLF5 inh	IEC-6 cytotox	HDAC3 inh	Platelet DG rel	HSF1 inhib	HSP90 inh
(46) O=C(NCc1ccccc1)C1CC2CCCC(C1)C2=O (stereo not drawn)
 : -0.9	18	-3	8	-27	-6	4	-4	-7	2
(47) Cc1c(NC(C)c2cc(Cl)ccc2O)c(=O)n(-c2ccccc2)n1C (stereo not drawn)
 : -0.3	0	14	-3	-25	5	1	-4	-4	6
(48) O=c1[nH]c(SCc2cccc(F)c2)nc2c1CCCC2
 : 0.1	17	63*	-17	-1	2	·	9	33	0
(49) O=C(O)CCn1c(=O)n(CCC(=O)O)c(=O)n(CCC(=O)O)c1=O
 : -0.6	21	12	2	-28	-3	6	1	-1	2
(50) O=C1N(Cc2ccccc2)c2ccc(Cl)cc2C12OCCO2
 : -18	-16	-5	19	-42	-5	3	-2	-2	-5
(51) CCOC(=O)c1cc2sccc2n1CC(=O)C(C)(C)C
 : 0.2	7	4	3	-2	-4	-5	-2	-7	0
(52) N[C@@H](Cc1ccccc1)C(=O)N1CCC(C(=O)NCC(=O)Nc2ccc(F)cc2)CC1
 : 0.2	-4	5	-24	-12	4	4	10	-2	5
(53) CCCNC(=S)N1CCN(Cc2ccc3c(c2)OCO3)CC1
 : -0.2	21	-18	-8	-35	3	-2	15	2	3
(54) COc1ccc(S(=O)(=O)N2CCN(c3ccccc3)CC2)cc1C(=O)N1CCCC1
 : 0.5	36	-2	13	-15	-2	4	0	0	-2
(55) CCCn1nnnc1NCc1ccc(OC)cc1OC
 : -2.6	1	17	3	-3	2	-3	-2	-1	0
(56) O=C(NCC(c1cccs1)N1CCc2ccccc21)c1ccccc1 (stereo not drawn)
 : 2.0	-6	19	-18	·	·	3	6	8	·
(57) C/C(=N\OCC(=O)O)c1ccc(Cl)cc1
 : 0.5	4	18	0	-2	3	-11	-20	-1	1
(58) O=C(N1CCCCCC1)N1CCN(S(=O)(=O)N2CCCCC2)CC1
 : -0.2	19	7	-11	-27	-13	-7	-4	-9	-4
(59) O=C(N/N=C1\CC2CC=CC12)c1ccccc1Cl (stereo not drawn)
 : -0.2	10	-5	-7	-24	4	4	3	-4	-4
(60) CN(CC(=O)NC1CCCCCC1)S(=O)(=O)c1ccc2c(c1)n(C)c(=O)c(=O)n2C
 : -0.2	12	3	15	-29	-1	-7	4	2	-3
(61) COc1ccc(-n2cc(CNC3CCN(C)CC3)c(-c3cccc(F)c3)n2)cc1
 : 0.6	7	-10	-8	-33	9	-34	0	-5	-5
